CRFR2-BP ag – agonists of human CRF-binding protein/CRF-R2 receptor complex. HEK293 CRF-R2/CRF-BP, calcium dye fluorescence (FLIPR); percent of saturating CRF peptide response. activation, % at 13.2 µM. hit rate 0.46% among 350,000. AID 588473;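 active means activation of at least 50%, plus an integration ratio under a set limit after plate pattern correction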;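 further: plate controls were neutral control wells without compound for no effect and CRF at EC100 for full effect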
M5 antag – CHRM5 antagonism in calcium assay; P08912; CHO-hM5 cells, Fluo-8 calcium fluorescence, ACh EC80; inhibition, % at 3 µM; hit rate 0.59% among 360,000; AID 624040;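 active means inhibition above a per-plate cutoff, the mean of that plate's test compounds plus 3 SD, cut at about 27% in these data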;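 further: 0% = acetylcholine EC80 with DMSO and 100% = DMSO without agonist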
Target sequence (P08912 whole entry, looked up): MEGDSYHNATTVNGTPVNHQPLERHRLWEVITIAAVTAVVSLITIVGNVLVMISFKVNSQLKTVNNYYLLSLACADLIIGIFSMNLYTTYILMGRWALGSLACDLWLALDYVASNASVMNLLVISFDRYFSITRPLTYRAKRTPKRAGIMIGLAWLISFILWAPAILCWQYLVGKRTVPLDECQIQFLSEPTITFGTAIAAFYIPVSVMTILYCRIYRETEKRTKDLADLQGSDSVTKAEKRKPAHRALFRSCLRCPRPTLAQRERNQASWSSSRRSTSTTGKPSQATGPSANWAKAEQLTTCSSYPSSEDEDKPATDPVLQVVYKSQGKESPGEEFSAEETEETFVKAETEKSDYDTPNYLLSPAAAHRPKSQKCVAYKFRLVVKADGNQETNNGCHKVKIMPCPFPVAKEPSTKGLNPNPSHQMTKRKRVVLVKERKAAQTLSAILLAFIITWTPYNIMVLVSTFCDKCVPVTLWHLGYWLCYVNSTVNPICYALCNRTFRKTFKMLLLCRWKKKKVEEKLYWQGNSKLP
CHRM1 PAM – human CHRM1 positive allosteric modulation. AID 588819. hit rate 0.088% among 360,000. P11229. CHO-K1 hM1, Fluo-8 calcium fluorescence, ACh EC20; 0% = ACh EC20, 100% = maximal ACh. activation, % at 3 µM; in the data active means activation above about 19%, passing the limit was not always enough
Target sequence (P11229 whole entry, looked up): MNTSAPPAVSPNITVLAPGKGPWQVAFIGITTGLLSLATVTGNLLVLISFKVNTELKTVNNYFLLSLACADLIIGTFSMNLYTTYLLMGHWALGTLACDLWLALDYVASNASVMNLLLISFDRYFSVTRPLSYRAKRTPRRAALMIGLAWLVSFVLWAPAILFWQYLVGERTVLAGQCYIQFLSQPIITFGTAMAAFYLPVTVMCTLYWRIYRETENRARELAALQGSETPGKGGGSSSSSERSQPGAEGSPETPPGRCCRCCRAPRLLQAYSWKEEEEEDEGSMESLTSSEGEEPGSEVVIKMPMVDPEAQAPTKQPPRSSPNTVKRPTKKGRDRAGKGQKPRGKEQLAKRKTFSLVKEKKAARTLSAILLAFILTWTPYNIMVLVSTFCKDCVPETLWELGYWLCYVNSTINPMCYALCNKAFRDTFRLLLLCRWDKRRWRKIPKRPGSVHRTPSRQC
CHRM4 agonist – agonists of human muscarinic M4 receptor (CHRM4); AID 624127; hit rate 0.14% among 360,000; activation, % at 3 µM; CHO-K1 hM4/Gqi5, Fluo-8 calcium fluorescence; vehicle 0%, full acetylcholine response 100%;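 active means activation above the run mean over all test wells plus 3 SD, cut at about 32% in these data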;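 further: peak over basal fluorescence ratio per well then scaled between controls; 0% = DMSO wells and 100% = acetylcholine at EC100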
M5 PAM – positive allosteric modulators of human muscarinic M5 receptor | P08912 | CHO-K1 hM5, Fluo-8 calcium, ACh EC20 PAM; 0% = ACh EC20, 100% = ACh EC100 | activation, % at 3 µM | hit rate 0.3% among 360,000 | AID 624038;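 active means activation above the run cutoff, the mean activation of all test compounds plus 3 SD, cut at about 18% in these data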
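Probe or stimulus: acetylcholine, EC20 level; Assay system: human M5 receptor in CHO-K1 cells; Schedule: compound preincubation 140 s before EC20 acetylcholine addition; Technique: intracellular calcium via Fluo-8 fluorescence; Dosing: single-point, 3 µM nominal; Read-out basis: percent activation from peak-over-basal fluorescence ratio, scaled EC20-to-EC100 acetylcholine; Repeats: one well per compound, no replicates.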
M4 PAM – potentiates acetylcholine response at human M4 receptor; AID 624126; hit rate 0.4% among 360,000; activation, % at 3 µM; CHO-K1 hM4/Gqi5, Fluo-8 calcium fluorescence, ACh EC20; 0% = ACh EC20, 100% = maximal ACh;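 active means activation above its plate's cutoff, the mean activation of sample wells plus 3 SD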; further: some results filed as inactive read as strong as hits
M4 antag – antagonists of human muscarinic M4 receptor (CHRM4); CHO-hM4 cells, ACh EC80, Fluo-8 calcium fluorescence; inhibition, % at 3 µM; P08173; hit rate 0.73% among 360,000;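 active means inhibition above its plate's cutoff, the mean inhibition of sample wells plus 3 SD, cut at about 27% in these data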;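 further: 0% = acetylcholine EC80 with DMSO and 100% = DMSO without agonist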
M5 ag – agonists of human muscarinic M5 receptor (CHRM5); P08912; CHO-K1 hM5 cells, Fluo-8 calcium fluorescence; 0% DMSO wells, 100% maximal acetylcholine response; activation, % at 3 µM; hit rate 0.19% among 360,000; AID 624037;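 active means activation above the run's mean over test compounds plus 3 SD, cut at about 23% in these data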;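 further: signal is peak over basal fluorescence ratio across the kinetic read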
CHRM1 antagonist – human CHRM1 antagonism; P11229; CHO-K1 hM1, Fluo-8 calcium fluorescence, ACh EC80 antagonist; inhibition, % at 3 µM; hit rate 1.3% among 360,000; AID 588852;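 active means percent inhibition above its own plate's cutoff, namely the mean of that plate's compound wells plus 3 SD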;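 further: peak over basal fluorescence ratio during 140 s after agonist addition; 0% = ACh EC80 plus DMSO and 100% = DMSO alone without agonist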
An asterisk follows results filed as active.

`COc1ccccc1NC(=O)CN1CCN(CC(=O)Nc2ccccc2Cl)CC1` gave CRFR2-BP ag 1.3, M5 antag 7.4, CHRM1 PAM -5.9, CHRM4 agonist 0.0, M5 PAM -4.6, M4 PAM -5.0, M4 antag 12.0, M5 ag -1.6 and CHRM1 antagonist 20.2.
`O=C(CSc1nnc2ccc(-c3ccc(F)cc3)nn12)NCC1CCCO1` (stereo not given) gave CRFR2-BP ag 0.2, M5 antag -2.9, CHRM1 PAM 10.7, CHRM4 agonist -0.4, M5 PAM -0.6, M4 PAM 3.0, M4 antag -6.6, M5 ag -1.9 and CHRM1 antagonist -25.9.
O=C(O)c1cc(N=Nc2c(O)ccc3ccccc23)cc(C(=O)O)c1 was read as CRFR2-BP ag -1.1, M5 antag 14.5, CHRM1 PAM 9.1, CHRM4 agonist 1.0, M5 PAM -6.9, M4 PAM 4.4, M4 antag -3.7, M5 ag -2.1 and CHRM1 antagonist -7.2.
CC(=O)Cc1cc2cc([N+](=O)[O-])ccc2oc1=O was read as CRFR2-BP ag -2.8, M5 antag 3.4, CHRM1 PAM 3.3, CHRM4 agonist 1.3, M5 PAM -1.9, M4 PAM -1.6, M4 antag 4.3, M5 ag -1.9 and CHRM1 antagonist -7.4.
COc1cccc(NC(=O)CN(C)C(=O)c2ccc(OCc3ccccc3)c(OC)c2)c1 was read as CRFR2-BP ag 0.8, M5 antag -3.4, CHRM1 PAM 3.7, CHRM4 agonist 3.2, M5 PAM -5.8, M4 PAM -2.2, M4 antag 25.8, M5 ag -0.4 and CHRM1 antagonist -4.0.
Oc1[nH]c2ccc(Br)cc2c1N=Nc1nn[nH]n1 was read as CRFR2-BP ag -1.9, M5 antag -8.0, CHRM1 PAM 9.8, CHRM4 agonist 0.8, M5 PAM 8.1, M4 PAM 6.8, M4 antag -12.8, M5 ag -3.6 and CHRM1 antagonist -12.9.
Screening O=C(O)/C=C/C(=O)Nc1ccc(SC(F)(F)C(F)(F)C(F)(F)F)cc1 returned CRFR2-BP ag 0.9, M5 antag -4.0, CHRM1 PAM 12.0, CHRM4 agonist 1.1, M5 PAM -2.8, M4 PAM 1.4, M4 antag -6.3, M5 ag -2.7 and CHRM1 antagonist -17.4.
For O=C(COC(=O)COc1cccc2ccccc12)NCC(F)(F)F the results were CRFR2-BP ag -2.3, M5 antag 9.3, CHRM1 PAM 4.7, CHRM4 agonist 5.3, M5 PAM 6.5, M4 PAM 7.0, M4 antag -9.8, M5 ag -4.8 and CHRM1 antagonist -2.1.
C=CCNC(=S)NNC(=O)COc1ccc(Cl)cc1Cl was read as CRFR2-BP ag -1.7, M5 antag 5.7, CHRM1 PAM -5.0, CHRM4 agonist 0.1, M5 PAM -4.4, M4 PAM -6.4, M4 antag 15.7, M5 ag -1.6 and CHRM1 antagonist 10.3.
For O=C(Nc1ccccc1Cl)c1cccs1 the results were CRFR2-BP ag -0.6, M5 antag -0.8, CHRM1 PAM -0.9, CHRM4 agonist -0.2, M5 PAM 2.5, M4 PAM 1.9, M4 antag -1.1, M5 ag -3.7 and CHRM1 antagonist 7.1.
Screening O=C(NCc1ccco1)c1c(F)c(F)c(F)c(C(=O)NCc2ccco2)c1F returned CRFR2-BP ag 2.6, M5 antag 7.6, CHRM1 PAM 2.7, CHRM4 agonist 0.9, M5 PAM 1.4, M4 PAM 0.7, M4 antag 5.4, M5 ag -3.5 and CHRM1 antagonist 4.5.
For CC1CN(C2=N/C(=C/c3ccc4c(c3)OCO4)C(=O)N2)CC(C)O1 (stereo not given) the results were CRFR2-BP ag 0.1, M5 antag 11.2, CHRM1 PAM 6.5, CHRM4 agonist 0.3, M5 PAM 0.0, M4 PAM 0.4, M4 antag -5.2, M5 ag -1.1 and CHRM1 antagonist -7.8.
Screening Cc1cc(S(=O)(=O)NC2CCCC2)ccc1F returned CRFR2-BP ag -0.3, M5 antag -0.7, CHRM1 PAM -0.1, CHRM4 agonist 0.0, M5 PAM 2.6, M4 PAM 6.0, M4 antag 2.6, M5 ag -5.9 and CHRM1 antagonist 1.5.
CCCNC(=O)CSc1ccc(S(=O)(=O)N(C)C2CCCCC2)cn1 was read as CRFR2-BP ag -0.1, M5 antag -1.7, CHRM1 PAM 7.5, CHRM4 agonist 1.7, M5 PAM -0.8, M4 PAM -1.1, M4 antag -9.8, M5 ag 2.1 and CHRM1 antagonist -28.6.
COCCCN1CN=C(Nc2nc3ccccc3o2)NC1 was read as CRFR2-BP ag 3.1, M5 antag 11.3, CHRM1 PAM 5.6, CHRM4 agonist 0.4, M5 PAM 6.4, M4 PAM -2.5, M4 antag 1.9, M5 ag 6.1 and CHRM1 antagonist -3.3.
COc1cc(/C=N/NC(=O)c2ccncc2)ccc1OC(C)=O was read as CRFR2-BP ag -1.0, M5 antag 2.2, CHRM1 PAM 0.6, CHRM4 agonist 0.3, M5 PAM 0.1, M4 PAM 5.1, M4 antag -2.1, M5 ag -1.5 and CHRM1 antagonist -3.8.
For CC1CCN(C(C(=O)Nc2ccc3c(c2)OCO3)c2ccccc2)CC1 (stereo not given) the results were CRFR2-BP ag -0.1, M5 antag 0.6, CHRM1 PAM 7.6, CHRM4 agonist -0.9, M5 PAM -3.1, M4 PAM -1.0, M4 antag -16.3, M5 ag -3.6 and CHRM1 antagonist 10.4.
For CN(CCC#N)S(=O)(=O)c1cc2c3c(c1)CCN3C(=O)CC2 the results were CRFR2-BP ag -1.5, M5 antag -5.3, CHRM1 PAM 4.3, CHRM4 agonist 0.6, M5 PAM 0.3, M4 PAM -0.7, M4 antag 5.5, M5 ag -0.8 and CHRM1 antagonist -4.6.
`COc1ccc(-n2c(N)c(C(=O)NCc3ccco3)c3nc4ccccc4nc32)cc1OC` gave CRFR2-BP ag -1.0, M5 antag -2.6, CHRM1 PAM -0.4, CHRM4 agonist 2.4, M5 PAM -3.2, M4 PAM -0.6, M4 antag -5.4, M5 ag -1.4 and CHRM1 antagonist 1.5.
CN(C)c1ccc(Sc2nnc(NC(=O)Nc3ccc(Cl)cc3Cl)s2)cc1 was read as CRFR2-BP ag -0.8, M5 antag -1.6, CHRM1 PAM 6.1, CHRM4 agonist 1.2, M5 PAM 1.0, M4 PAM 16.5, M4 antag -5.2, M5 ag -1.5 and CHRM1 antagonist -16.2.

Next part (2 carried over from the part before).
`COc1ccc(-n2c(N)c(C(=O)NCc3ccco3)c3nc4ccccc4nc32)cc1OC` gave CRFR2-BP ag -1.0, M5 antag -2.6, CHRM1 PAM -0.4, CHRM4 agonist 2.4, M5 PAM -3.2, M4 PAM -0.6, M4 antag -5.4, M5 ag -1.4 and CHRM1 antagonist 1.5.
CN(C)c1ccc(Sc2nnc(NC(=O)Nc3ccc(Cl)cc3Cl)s2)cc1 was read as CRFR2-BP ag -0.8, M5 antag -1.6, CHRM1 PAM 6.1, CHRM4 agonist 1.2, M5 PAM 1.0, M4 PAM 16.5, M4 antag -5.2, M5 ag -1.5 and CHRM1 antagonist -16.2.
`COc1ccccc1CNC(=O)C1CCCN(S(=O)(=O)c2ccc3c(c2)C(C)(C)C(=O)N3C)C1` (stereo not given) gave CRFR2-BP ag -0.6, M5 antag 2.2, CHRM1 PAM 4.3, CHRM4 agonist 1.6, M5 PAM -3.8, M4 PAM 4.2, M4 antag -8.8, M5 ag 0.5 and CHRM1 antagonist -6.8.
`Fc1ccc(CSc2ncnc3sc4c(c23)CCCC4)cc1` gave CRFR2-BP ag 4.5, M5 antag 5.2, CHRM1 PAM 4.8, CHRM4 agonist -1.1, M5 PAM -2.4, M4 PAM -7.7, M4 antag -0.4, M5 ag 0.3 and CHRM1 antagonist -15.6.
For CC1(C)Cc2c(cnn2-c2cccc(F)c2)C(NC(=O)c2csnn2)C1 (stereo not given) the results were CRFR2-BP ag -0.7, M5 antag 4.2, CHRM1 PAM 11.7, CHRM4 agonist 0.7, M5 PAM 0.6, M4 PAM -1.0, M4 antag 10.7, M5 ag -6.4 and CHRM1 antagonist -12.0.
`CCC(=O)Oc1ccc(C2N(C(=O)CC)CCN2S(=O)(=O)c2ccc(C)cc2)cc1OC` (stereo not given) gave CRFR2-BP ag -0.1, M5 antag -3.3, CHRM1 PAM 5.2, CHRM4 agonist -0.4, M5 PAM 4.6, M4 PAM 6.7, M4 antag -0.2, M5 ag 0.3 and CHRM1 antagonist 3.3.
Screening O=C(Nc1ccc2ccccc2c1)c1ccccc1F returned CRFR2-BP ag -1.7, M5 antag 15.9, CHRM1 PAM 3.8, CHRM4 agonist 0.2, M5 PAM -4.6, M4 PAM -1.9, M4 antag -7.1, M5 ag -0.2 and CHRM1 antagonist -13.1.
Screening Cc1cc(C)c(S(=O)(=O)N2CCCCC2CCNC(=O)C(=O)NCc2ccco2)c(C)c1 (stereo not given) returned CRFR2-BP ag -0.1, M5 antag -0.1, CHRM1 PAM -0.8, CHRM4 agonist 3.7, M5 PAM -1.2, M4 PAM 0.0, M4 antag -7.4, M5 ag -2.5 and CHRM1 antagonist -0.3.
For COc1ccccc1C(=O)NCC(=O)NC1CCCc2ccccc21 (stereo not given) the results were CRFR2-BP ag -1.0, M5 antag 9.5, CHRM1 PAM 6.5, CHRM4 agonist 1.9, M5 PAM -1.4, M4 PAM 4.1, M4 antag -12.2, M5 ag -3.1 and CHRM1 antagonist -8.4.
Screening CC(C)Cn1c(SCC(=O)NC2CC2)nc2ccc(Cl)cc2c1=O returned CRFR2-BP ag -1.4, M5 antag 0.0, CHRM1 PAM 3.5, CHRM4 agonist 0.9, M5 PAM -4.3, M4 PAM 2.9, M4 antag 0.2, M5 ag 1.4 and CHRM1 antagonist 1.9.
`Cc1ccc(CN2CCCN(Cc3cc(C)ccc3C)S2(=O)=O)cc1` gave CRFR2-BP ag 4.0, M5 antag 1.7, CHRM1 PAM -1.4, CHRM4 agonist -1.8, M5 PAM -1.4, M4 PAM -1.4, M4 antag -3.6, M5 ag -4.5 and CHRM1 antagonist 3.4.
Screening COc1ccc(CC(=O)Oc2ccccc2[N+](=O)[O-])cc1 returned CRFR2-BP ag -0.2, M5 antag 15.8, CHRM1 PAM 9.7, CHRM4 agonist -0.4, M5 PAM -1.9, M4 PAM -3.5, M4 antag 4.4, M5 ag -1.4 and CHRM1 antagonist -14.2.
Screening CCOc1ccc(OCCC(=O)OCC(=O)NC2CC2)cc1 returned CRFR2-BP ag -1.7, M5 antag -1.5, CHRM1 PAM 5.1, CHRM4 agonist 2.5, M5 PAM -0.1, M4 PAM 8.6, M4 antag -17.5, M5 ag 5.7 and CHRM1 antagonist -8.4.
`Cc1csc2cc(-c3cccc([N+](=O)[O-])c3)c(-c3cccc([N+](=O)[O-])c3)c[n+]12` gave CRFR2-BP ag -1.4, M5 antag -4.3, CHRM1 PAM -6.2, CHRM4 agonist 1.0, M5 PAM 1.4, M4 PAM -6.0, M4 antag -3.4, M5 ag -9.4 and CHRM1 antagonist 6.4.
For O=C(C[C@H]1C/C=C\CC[C@H](Cc2ccc(F)cc2)C(=O)O[C@@H](c2ccccc2)CNC1=O)N[C@@H](CO)Cc1ccccc1 the results were CRFR2-BP ag 18.7, M5 antag 15.8, CHRM1 PAM -4.9, CHRM4 agonist 9.4, M5 PAM -21.1, M4 PAM 3.0, M4 antag 0.6, M5 ag 2.3 and CHRM1 antagonist 16.6.
`O=S(=O)(c1ccc2c(c1)OCCO2)N1CCC(c2nc3ccccc3s2)CC1` gave CRFR2-BP ag 4.3, M5 antag 7.9, CHRM1 PAM -3.2, CHRM4 agonist 0.6, M5 PAM -11.3, M4 PAM -5.8, M4 antag 2.8, M5 ag 1.2 and CHRM1 antagonist 12.2.

Compound activity as filed in PubChem.
